Assay outcomes: PubChem, National Center for Advancing Translational Sciences (NCATS)
POLH inh = inhibitors of human DNA polymerase eta; 1.2% of 390,000 active; Potency, µM (highest dose often 114 µM), for inactives: at the highest dose activity change, negative = inhibition, most hits filed as inhibitors; recombinant Pol eta, fluorescent DNA replication assay; note: potency is the fitted concentration of half-maximal effect; % is set by controls: 0 for no effect and ±100 for the full control effect
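Fluorescent replication assay: 50 nM final substrate added after a 15 min room-temperature compound preincubation with 10 nM enzyme. Signal taken at 0 min and again at 10 min.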
Pol kappa inh = blocks human DNA polymerase kappa activity; 0.53% of 400,000 active; Potency, µM (series often up to 107 µM), without a hit: at the top dose activity, negative = inhibition, most hits filed as inhibitors; purified Pol kappa, fluorescent DNA synthesis assay, 10 min; note: potency is the fitted concentration of half-maximal effect; % is set by controls: 0 for no effect and ±100 for the full control effect
Target sequence (Q9UBT6 whole entry, looked up): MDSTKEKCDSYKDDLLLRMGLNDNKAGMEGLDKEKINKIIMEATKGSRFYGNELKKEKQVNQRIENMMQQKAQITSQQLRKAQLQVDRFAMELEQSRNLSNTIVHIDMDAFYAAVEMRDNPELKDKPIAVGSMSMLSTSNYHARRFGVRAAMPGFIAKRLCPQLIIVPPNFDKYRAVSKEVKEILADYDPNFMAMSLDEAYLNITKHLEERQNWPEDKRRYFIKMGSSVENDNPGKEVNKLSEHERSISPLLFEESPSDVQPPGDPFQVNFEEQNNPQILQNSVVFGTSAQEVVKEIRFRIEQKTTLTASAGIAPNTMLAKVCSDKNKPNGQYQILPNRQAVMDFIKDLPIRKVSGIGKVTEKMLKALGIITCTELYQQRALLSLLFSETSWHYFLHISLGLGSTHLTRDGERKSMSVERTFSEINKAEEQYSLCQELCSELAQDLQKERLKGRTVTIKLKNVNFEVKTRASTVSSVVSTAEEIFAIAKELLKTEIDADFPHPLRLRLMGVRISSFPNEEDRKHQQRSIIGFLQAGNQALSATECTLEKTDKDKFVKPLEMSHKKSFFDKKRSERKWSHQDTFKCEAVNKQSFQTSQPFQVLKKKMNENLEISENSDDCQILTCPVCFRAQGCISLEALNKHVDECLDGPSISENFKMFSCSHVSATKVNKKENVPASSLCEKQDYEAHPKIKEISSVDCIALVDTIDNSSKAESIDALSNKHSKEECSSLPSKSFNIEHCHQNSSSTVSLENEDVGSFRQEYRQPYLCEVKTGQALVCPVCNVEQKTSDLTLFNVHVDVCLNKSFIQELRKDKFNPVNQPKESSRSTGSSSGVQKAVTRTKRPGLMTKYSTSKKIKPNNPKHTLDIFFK
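Kinetic fluorescence readout at 0 and 10 min followed reaction start with substrate at 50 nM final. Beforehand, enzyme (10 nM Pol kappa) stood 15 min with compound at room temperature; buffer-only wells were negative controls.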
Anesthetic bind = binds horse apoferritin like a general anesthetic | 0.074% of 350,000 active | AID 485281 | Potency, µM (doses to about 77.5 µM), for inactives: at the top dose activity change, negative = displacement, usual class: inhibitors | apoferritin/1-aminoanthracene competitive binding, fluorescence; note: potency is the fitted concentration of half-maximal effect; % is set by controls: 0 for no effect and ±100 for the full control effect; nearly all actives have a fitted effect of over 20% in size
Target sequence (P02791 2-175 limits assumed): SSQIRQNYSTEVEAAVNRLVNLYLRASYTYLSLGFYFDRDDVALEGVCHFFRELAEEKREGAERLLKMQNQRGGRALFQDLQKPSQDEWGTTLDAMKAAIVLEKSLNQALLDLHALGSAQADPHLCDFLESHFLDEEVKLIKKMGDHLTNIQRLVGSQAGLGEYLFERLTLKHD
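Probe: 1-aminoanthracene (50% saturated, PBS). Protein: horse-spleen apoferritin, 10 uM. Incubation: 10 min, room temperature. Detection: 380 nm excitation, 535 nm emission. Analysis: normalized response, four-parameter Hill.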
POLI inh = blocks human DNA polymerase iota activity; Q9UNA4; Pol iota fluorescent replication assay, 10 min; Potency, µM (titrated, usually from 115 µM), for the others: at the highest dose activity, negative = inhibition, actives largely listed as inhibitors; 1% of 390,000 active; note: potency is the fitted concentration of half-maximal effect
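Fluorescent replication assay read twice, at 0 min and 10 min after adding 50 nM (final) substrate. Enzyme (10 nM) and compounds were first incubated 15 min at room temperature; enzyme-free buffer wells were negative controls.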
RXFP1 antagonist = RXFP1 (human) relaxin receptor antagonism | AID 1259400 | 0.59% of 350,000 active | HEK293-RXFP1, relaxin-stimulated cAMP HTRF, 30 min; active compounds read low | activity change, negative = inhibition, % at 57.5 µM | Q9HBX9;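 active = activity change of -60% or lower, but not beyond a set lower limit; inconclusive = change between -60% and -40%, or beyond the set limit; inactive = change above -40%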; note: % is set by controls: 0 for no effect and ±100 for the full control effect
POLB inh = blocks human DNA polymerase beta activity | P06746 | Pol beta primer extension/strand displacement, fluorescence kinetic | Potency, µM (doses to about 114 µM), inactives show at the highest dose activity change, negative = inhibition, usual class: inhibitors | 1.3% of 340,000 active; note: potency is the fitted concentration of half-maximal effect; % is set by controls: 0 for no effect and ±100 for the full control effect
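Pol beta (10 nM) was preincubated with compound for 15 min at room temperature. The reaction was then started with 50 nM substrate and read immediately and after a further 10 min at room temperature.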
BLM inh = Bloom syndrome helicase (human) inhibition | recombinant BLM DNA unwinding, fluorescence dequenching | 0.2% of 350,000 active | P54132 | Potency, µM (highest dose often 56.1 µM), without a hit: at the highest dose activity change, negative = inhibition, usual class: inhibitors;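 note: potency is the fitted concentration of half-maximal effect; plate controls were vehicle for no effect and no enzyme for full effect; nearly all actives have a fitted effect of over 35% in size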
APEX1 inh = inhibitors of human APE1 endonuclease | P27695 | recombinant APE1, TAMRA/BHQ-2 abasic DNA cleavage fluorescence | Potency, µM (series often up to 65.8 µM), without a hit: at the top dose activity change, negative = inhibition, actives largely listed as inhibitors | 0.35% of 350,000 active | AID 2517;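 note: potency is the fitted concentration of half-maximal effect; plate controls were vehicle for no effect and reference inhibitor for full effect; nearly all actives have a fitted effect of over 55% in size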
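0.75 nM APE1 + cpd, 15 min RT; start w/ 50 nM TAMRA/BHQ-2 THF-abasic dsDNA; kinetic fluor 525/598 nm ×3 reads @60 s; Δ(read3−read1); normalized to DMSO and NSC13755 control wells.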
Tb PGK inh = T. brucei PGK inhibition; PGK/GAPDH coupled, Kinase-Glo luminescence, 60 min; Potency, µM (doses to about 57.5 µM), inactives show at the highest dose activity change, negative = inhibition, usual class: inhibitors; 0.043% of 380,000 active; AID 602233; note: potency is the fitted concentration of half-maximal effect; % is set by controls: 0 for no effect and ±100 for the full control effect; nearly all actives have a fitted effect of over 60% in size
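Luminescent ATP detection (Kinase-Glo Plus) follows a 60-minute room-temperature incubation, with wells lacking PGK as controls. Buffer: 100 mM TEA (pH 7.6), 5 mM MgCl2, 0.01% Tween-20. Coupling enzyme GAPDH (100 nM final) supplies unstable 1,3-BPG in-well.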
Numbers without * were called inactive; i = inactive; ? = inconclusive; nt = not tested or not shown; & = joins results of further samples; [ ] = another dose, or the depositor's remark. Unless noted, calls come from the whole dose curve; as a rule, active = well fitted curve in the direction sought with a large enough effect; inconclusive = small, poorly fitted or top-dose-only effect, or another doubt; inactive = no such curve, though single readings can be large; an effect the other way counts as inactive or inconclusive. This is a subset, so the mix of outcomes need not match the whole.

SMILES | POLH inh | Pol kappa inh | Anesthetic bind | POLI inh | RXFP1 antagonist | POLB inh | BLM inh | APEX1 inh | Tb PGK inh
CSc1nc(NC(C)(C)C)nc(Oc2ccc(=O)n(C)n2)n1 | 1% | -3% | -13% | 4% | -8 | 24% | -6% | 16% | -4%
Cc1c(C(=O)OCC2CCCCC2)[nH]c2c1C(=O)CC(c1ccc(F)cc1)C2 (stereo not given) | 13% | ? | 47%[activator] | ? | 5 | 28% | 2% | nt | -5%
COC(=O)C(C)NC(=S)N1CCN(c2c(F)cc3c(=O)c(C(=O)O)cn(C4CC4)c3c2OC)CC1C (stereo not given) | 0% | 2% | 9% | 22% | -4 | -23% | 3% | 3% | -1%
Cc1ccc(NC(=O)[C@@H]2CCCN2S(=O)(=O)c2ccccc2F)cc1S(=O)(=O)N1CCOCC1 | -10% | -15% | 5% | 0% | 41 | 1% | 3% | -1% | -7%
CCC(=O)Nc1ccc(C(=O)NNC(=O)COc2cc(C)ccc2C)cc1 | -18% | -15% | -3% | 17% | 25 | 5% | -1% | -2% | -7%
Cc1cc(Br)ccc1SCC(=O)OCC(=O)NC(C)c1ccccc1 (stereo not given) | -14% | -6% | ? | 1% | -1 | 33% | -4% | -2% | 8%
COc1ccc(-c2nnc3sc(COc4ccccc4)nn23)cc1 | 1% | -7% | -14% | -2% | -3 | -10% | -1% | -5% | 1%
CN1CCN(CC(=O)Nc2nc3c(s2)CCCC3)CC1 | -21% | 9% | -3% | 28% | -4 | ? | 5% | 19% | i
CC(C)(C)NC(=O)C(c1ccncc1)N(C(=O)CNC(=O)c1ccco1)c1ccc(F)cc1 (stereo not given) | -9% | 0% | -10% | 84%[activator] | -4 | 3% | -3% | 8% | -3%
CC(=O)C1C(=O)C=C(c2cccs2)CC1c1ccccc1 (stereo not given) | -21% | -5% | -22% | 36%[activator] | -17 | 28% | -8% | -1% | i

Part of the list above, in CSV form.
smiles,POLH inh,Pol kappa inh,Anesthetic bind,POLI inh,RXFP1 antagonist,POLB inh,BLM inh,APEX1 inh,Tb PGK inh
CSc1nc(NC(C)(C)C)nc(Oc2ccc(=O)n(C)n2)n1,1%,-3%,-13%,4%,-8,24%,-6%,16%,-4%
CC(=O)C1C(=O)C=C(c2cccs2)CC1c1ccccc1 (stereo not given),-21%,-5%,-22%,36%[activator],-17,28%,-8%,-1%,i
Cc1ccc(NC(=O)[C@@H]2CCCN2S(=O)(=O)c2ccccc2F)cc1S(=O)(=O)N1CCOCC1,-10%,-15%,5%,0%,41,1%,3%,-1%,-7%

New compounds follow:
SMILES | POLH inh | Pol kappa inh | Anesthetic bind | POLI inh | RXFP1 antagonist | POLB inh | BLM inh | APEX1 inh | Tb PGK inh
C/C(=N/NS(=O)(=O)c1cccc([N+](=O)[O-])c1)c1ccc2c(c1)OCO2 | -11% | -5% | -10% | -17% | 4 | 27% | -4% | 45%[activator] | -15%
Cc1cccc(NC(=O)C(CCC(N)=O)NC(=O)OCc2ccccc2)c1 (stereo not given) | -22% | 2% | 4% | 114%[activator] | 0 | -9% | -4% | 71%[activator][12.4 µM] | -10%
Clc1ccc(CNc2ccccn2)cc1 | -9% | 2% | ? | 19% | -5 | -1% | -5% | 2% | 0%
CC1CCCCN1CCCNC(=O)c1ccc2c(c1)sc1nc(-c3ccc(F)cc3)cn12 (stereo not given) | -17% | -33% | ? | 1% | -4 | -20% | 2% | nt | -9%
Cc1ccc(-n2nc(-c3ccco3)cc2C(=O)NCc2cccnc2)cc1 | ? | -28% | -19% | ? | -15 | ? | -8% | ? | -7%
O=C(CSc1nnc(CNC(=O)c2c(F)cccc2F)o1)NCc1ccccc1 | -15% | ? | -6% | 14% | -3 | 1% | -2% | 2% | 7%
CCC(C)(C)n1nnnc1C(c1ccc(OC)c(OC)c1)N1CCN(c2cccc(OC)c2)CC1 (stereo not given) | -2% | -15% | 8% | 10% | -1 | 13% | -2% | 7% | -3%
CCOC(=O)c1ccccc1NC(=O)Cn1c(=O)n(Cc2ccccc2)c(=O)c2c(C)c(C)sc21 | -20% | -9%&-1% | -7%&-11% | -1%&170% | 1&7 | ? | -6%&-2% | 8% | -12%
CCCC(=O)Nc1nnc(Cc2ccccc2)s1 | 5% | -8% | -11% | 427% | -7 | 6% | -2% | 3% | -5%
O=C(c1ccccc1)c1n[nH]c(-c2ccccc2)cc1=O | -17% | -3% | -4% | 76%[activator] | -5 | 1% | -7% | -3% | -1%
Cc1nn(-c2ccccc2)c(C)c1C(=O)OCC(=O)N1CCN(S(=O)(=O)c2ccccc2)CC1 | -11% | 6% | -15% | 6% | -14 | 12% | -3% | -1% | -3%
COC(=O)CSc1ccc(C#N)c(SCC(=O)OC)c1 | -14% | -10% | -4% | 18% | nt | 5% | -3% | -4% | 3%
CC(=O)N1CCC2(CC1)OC(=O)C(C)=C2C(=O)NCc1cccc(Cl)c1 | 2% | -7%[60.1 µM] | 6% | 2% | -4 | -18% | 4% | nt | i
COc1ccc(NC(=O)CSc2nnc(Cc3cccn3C)n2CCc2ccccc2)c(OC)c1 | -10% | -28% | -13% | -26%[58.9 µM] | -18 | 24% | -2% | -2% | -4%
CC1=NOC2(C1)N(C)c1ccccc1C2(C)C (stereo not given) | 4% | -2% | -15% | 19% | 1 | 10% | -6% | 9% | i
O=C(NCc1ccccn1)c1ccc(Cn2cc(Br)cn2)o1 | 6% | 0% | 4% | 5% | 22 | 6% | 4% | 7% | 6%
COc1nc(N)nc(NC(=O)c2cccs2)c1N=O | -17% | 2% | nt | 28µM* | -1 | nt | nt | nt | i
CCC1CCCCN1CCCNC(=O)c1ccc(N2CCCC2=O)cc1 (stereo not given) | -19% | -14% | -1% | 26% | -2 | -9% | 0% | -5% | -2%
Cc1nc(SCC(=O)NCc2ccccc2)c2oc3ccccc3c2n1 | 0% | -7% | -12% | 11% | 30 | 0% | -5% | 2% | -4%
Cc1ccc(Cn2nnc3c(=O)n(Cc4ccccc4C)cnc32)cc1 | -10% | 10% | 1% | 40%[activator] | 5 | 6% | -2% | 2% | i
O=C(NCc1ccco1)C1CCN(C(=O)c2ccc([N+](=O)[O-])cc2)CC1 | 0% | 1% | -1% | -14% | -1 | 1% | -2% | 21% | -1%
CCN(CC)CCN1C(=O)C(O)=C(C(=O)c2cc3cccc(OC)c3o2)C1c1ccc(F)cc1 (stereo not given) | -14% | 0% | 0% | ? | 3 | 2% | -3% | -5% | -7%
Cc1ccccc1-n1nc2c(c1NC(=O)c1c(-c3ccccc3Cl)noc1C)CSC2 | 10% | -15% | -18% | 79µM* | 3 | 25% | -6% | -5% | -8%[11.5 µM]
Cc1cc(-c2nn(C)c(=O)c3ccccc23)ccc1CNC(=O)NC1CCCCC1 | -19% | 1% | -3% | 10% | 9 | 19% | -2% | 2% | 0%
NC(=O)C1(N2CCCCC2)CCN(C(=O)Nc2ccc(F)cc2F)CC1 | nt | 0% | 10% | 30% | 1 | 3% | 1% | nt | nt
CCCNC(=S)N1CC2(C)CN(C(=O)C(=O)OCC)CC(C)(C1)C2=O | -12% | 4% | -2% | 31%[activator] | -3 | 9% | 0% | 0% | i
Cc1ccc(S(=O)(=O)NCCC(c2ccccc2)c2ccco2)cc1 (stereo not given) | -11% | -10% | 18% | 16% | 5 | -11% | -2% | 8% | -1%
COc1ccc(-c2oc3ccc(-c4ccc5c(c4)OCO5)cc3c2-c2ccc(OC)nc2)cc1 | -7% | 2% | nt | 10% | nt | nt | nt | nt | i
COc1ccc(OCc2cc(C(=O)N(C)Cc3nnc(C)o3)no2)c(Cl)c1 | -11% | 0% | -10% | 23% | -11 | 16% | 0% | 18% | 8%
C=CCOc1cccc(C(=O)NC(c2ccccc2)C(C)C)c1 (stereo not given) | -24% | -2% | -6% | 18% | -27 | 44% | 3% | -4% | -4%
COc1cccc(N2CCN(C(=O)CCCCCn3c(=O)[nH]c4ccccc4c3=O)CC2)c1 | 2% | -2%[60.1 µM] | 2% | 24% | -37 | 27% | -2% | nt | -5%
CCOC(=O)c1[nH]c(CSc2nnc(-c3ccncc3)n2CCOC)c(C(=O)OCC)c1C | 1% | 0% | -3% | ? | 14 | 4% | -5% | -10% | -3%
CCCCC(=O)N(CCC)CCC | 1% | 2% | -2% | 50%[activator] | 1 | 1% | -2% | 3% | 2%
COc1ccc(N2CC(C(=O)N[C@@H](C)C(=O)NC(C)c3ccccc3)CC2=O)cc1 (stereo not given in full) | -2% | 0% | -5% | -4% | 0 | 0% | -1% | 46% | -2%
CN(C)c1ccc(/C=C2\CCCc3c2nc2ccccc2c3C(=O)O)cc1 | 6% | -18% | -8% | 115%[activator] | -4 | -9% | -7% | 22% | 3%
O=C(Nc1ccccc1OC(F)F)C1CC(=O)N(Cc2ccccc2)C1 (stereo not given) | -2% | -17% | nt | 24% | -5 | nt | nt | -12% | -3%
Nc1cc2[nH]c(=O)c3ccccc3c2cc1[N+](=O)[O-] | ? | -27% | nt | -14% | -10 | nt | nt | nt | -1%
CCn1nnc2cc(C(=O)NCCc3ccccc3F)ccc21 | 8% | -8% | -5% | 27% | -14 | 2% | -2% | 32% | -2%
CC(=O)c1ccc(S(=O)(=O)N2CCN(c3nc(-c4cccnc4)nc4ccccc34)CC2)cc1 | -22% | -3% | nt | 16% | -11 | nt | nt | 13% | -4%
N/C(Cn1cncn1)=N\NC(=O)C(=O)Nc1ccccc1 | -3% | -6% | -9% | -16% | -23 | 2% | -3% | -6% | -1%
CCc1ccc(CNC(=O)CCSCc2ccccc2F)cc1 | -17% | -9%[60.1 µM] | ? | 19% | 0 | 0% | -4% | nt | 0%
CCOC(=O)CCCCCCCCC(=O)Nc1ccc(-n2[nH]c(=O)cc2C)cc1 | -11% | -12% | nt | -13% | -3 | nt | nt | nt | -10%
Cc1ccc(NC(=O)C(Cc2ccccc2)n2cccc2)cc1C (stereo not given) | -17% | -1% | -1% | 12% | ? | 11% | -9% | nt | 0%
CCS(=O)c1scc(-c2ccc(Cl)cc2)c1C#N (stereo not given) | 1% | 5% | -1% | -17% | 3 | -2% | -1% | 4% | -7%
